Compound activity as filed in PubChem BioAssay.
M1AAP inhibition: malaria alanyl aminopeptidase activity blockers – biochemical, fluorogenic H-Leu-NHMec substrate, 1536-well (AID 1445); recombinant M1AAP, H-Leu-NHMec fluorogenic kinetic assay; higher % means a stronger effect; inhibition, % at 30 µM, or IC50 in µM where a hit was titrated; 0.42% of 220,000 active;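 active = primary inhibition above the hit cutoff, then over 50% inhibition at one or more dose response concentrations, cut at about 23% in these data, passing the limit was not always enough; inconclusive = conflicting primary data, or primary hits not chosen for dose response; inactive = low primary inhibition, or under 50% at every dose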;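 note: plate controls were DMSO full reaction for no effect and no enzyme background for full effect; strong numbers were not always called active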
Autophagy HCS: alters autophagy in cells | MEF GFP-LC3 puncta imaging; test concentration mostly 10 µM | calls only at 10 µM (by protocol) | 0.98% of 190,000 active | AID 463193;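 active = percentage of spot-positive cells more than 3 SD above its plate mean, without a fluorescence outlier flag or 80% toxicity; inconclusive = no clear call, values can overlap the other calls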;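 note: spot-positive cell cutoff set from DMSO-treated cells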
Insulin prom up: MIN6 insulin promoter up-regulation; MIN6 insulin promoter-GFP reporter, high-content imaging; active compounds read high; z-score at 5 µM; 0.3% of 190,000 active;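 active = z-score above 3 at 5 µM with at least 500 cells counted in the well; inconclusive = wells under 500 cells, flagged as cytotoxic or low count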
CSM14.1 death rescue: protection against thapsigargin-triggered cell killing – 384-well, CSM14.1, ATP luminescence, primary screen (AID 1222) | CSM14.1 thapsigargin-induced death rescue, ATP luminescence; higher % means a stronger effect | one-dose cellular ATP content (survival), % at 20 µM; EC50 in µM for titrated hits | 190,000 tested, under 10 active;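 active = EC50 below 50 µM in the dose-response confirmation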;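 note: death triggered by thapsigargin at about 15 µM added after 2 h compound pretreatment; cell ATP read after overnight thapsigargin exposure of roughly 18 to 22 hours; normalized against plate controls of thapsigargin alone and 5% DMSO vehicle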
Hep lipid drop: modulators of hepatic lipid droplet formation | AID 1656 | inhibition, % at 6.5 µM | AML12 mouse hepatocytes, oleate lipid droplets, BODIPY imaging | 0.4% of 240,000 active;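 active = lipid droplet intensity inhibited by at least 50%, with more than 500 cells counted; inconclusive = wells with under 300 cells, treated as cytotoxic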
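Assay system: AML12 hepatocytes (mouse); Probe or stimulus: oleic acid at 100 µM to induce lipid droplet formation; Dosing: compound at 6.5 µM only; Schedule: compound with oleate, overnight; Detection: fluorescence imaging, 20x objective, two fields per well; Measure: % inhibition of lipid droplet signal.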
M17LAP inhibition: P. falciparum M17LAP inhibitors, primary screen, biochemical, fluorogenic H-Leu-NHMec substrate, 1536-well (AID 1619); recombinant M17LAP, H-Leu-NHMec fluorogenic kinetic assay; higher % means a stronger effect; 0.38% of 220,000 active; inhibition, % at 30 µM; hits with a dose series show IC50 in µM;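 active = compound inhibiting the enzyme by more than half at any dose during confirmatory dose-response retesting; inconclusive = strong single-dose inhibitors picked by rank but not retested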;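 note: plate controls were full reaction with DMSO carrier for no effect and no enzyme background for full effect; strong numbers were not always called active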
MT stabilize HCS: stabilizes microtubules in HeLa cells; HeLa tubulin immunostaining HCS, 24 h; share of cells brighter than vehicle mean+2SD; % tubulin-high responders, % at 10 µM; 0.83% of 200,000 active;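 active = plate Z-score above 3 for both tubulin-high and condensed-nucleus cell shares, with cell loss under 80%, at 10 µM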;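 note: anti alpha tubulin signal scored within the nucleus-defined area of each cell; some results filed as inactive read as strong as hits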
Dynein transport: blocks dynein driven cargo transport along microtubules | 3617.4 mouse cells, GR-EGFP nuclear translocation imaging; test concentration mostly 20 µM; stimulated with dexamethasone, 1 µM; active compounds read low | z-score, hits read low | 0.47% of 220,000 active;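 active = plate z-score of nuclear minus cytoplasmic receptor signal below a set negative limit, without overly bright fluorescence or cell loss, cut at about -3.5 in these data, passing the limit was not always enough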;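 note: z-score of nuclear minus cytoplasmic ring GR-EGFP intensity difference per well; some compounds called inactive have numbers as strong as hits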
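Buffer or medium – tet-free medium with charcoal-stripped serum · Signal – automated 10x imaging of fixed Hoechst-stained cells · Also added – dexamethasone agonist, 1.0 µM final, for 30 min · Incubation – induction 48 h, compound 1 h, agonist 30 min · Read-out – GR-EGFP nuclear translocation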
Yfh1-depleted yeast: enhancers of respiration in Yfh1-depleted yeast, dose response, Friedreich's ataxia, plus single-dose screen (AID 1465) | 0.074% of 220,000 active | one-dose fold induction at 50 µM; EC50 in µM for titrated hits | S. cerevisiae Yfh1-off respiration, WST-1 reduction, 72 h; higher fold induction means a stronger effect;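 active = fold induction of absorbance versus untreated yeast above a set limit, then at least 30% activation at any dose in follow-up; inconclusive = repeats straddling the limit, or above it without dose testing; inactive = fold induction below the set limit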;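 note: activators that raise dye reduction in frataxin-depleted yeast; strong numbers were not always called active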
Dynein transport cytoplasmic EGFP: second read-out of Dynein transport, no call of its own (marks repeat the call); z-score; measured here: cytoplasmic GR-EGFP intensity; active compounds read high
Dynein transport nuclear GR-EGFP: also measured in Dynein transport; calls as there; z-score; measured here: nuclear GR-EGFP intensity;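 lower value marks the stronger effect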
Dynein transport cell count: further read-out of Dynein transport, marked with its call; z-score; measured here: cell count per field
Insulin prom up cell count: also measured in Insulin prom up; calls as there; cell count; measured here: cytotoxicity, nuclei count;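 total cells summed across four imaged fields per well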
Hep lipid drop cells 6.5 µM: recorded beside Hep lipid drop, whose call it bears; cell count; measured here: cell count, cytotoxicity flag;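 cells counted across two imaged fields per well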
MT stabilize HCS Hoechst-high %: second read-out of MT stabilize HCS, no call of its own (marks repeat the call); % Hoechst-high responders; measured here: nuclear condensation Hoechst responders;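 share of cells brighter than vehicle mean plus two SD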
MT stabilize HCS cytotoxicity %: also measured in MT stabilize HCS; calls as there; toxicity, %; measured here: cytotoxicity by cell density;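 0% = mean cell density of plate MIN control wells and 100% = no cells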
Autophagy HCS cell loss 18 h: recorded beside Autophagy HCS, whose call it bears; toxicity, %; measured here: cell loss, nuclei count;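 cell loss after 18 h compound exposure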
Numbers without * were called inactive; i = inactive; ? = inconclusive; . = not tested or not shown. Rows are unselected; 3.5% or so of the library scored in one or more.

SMILES	M1AAP inhibition	Autophagy HCS	Autophagy HCS cell loss 18 h	Insulin prom up	Insulin prom up cell count	CSM14.1 death rescue	Hep lipid drop	Hep lipid drop cells 6.5 µM	M17LAP inhibition	MT stabilize HCS	MT stabilize HCS Hoechst-high %	MT stabilize HCS cytotoxicity %	Dynein transport	Dynein transport cytoplasmic EGFP	Dynein transport nuclear GR-EGFP	Dynein transport cell count	Yfh1-depleted yeast
CNc1nnc(CSc2nc3ccccc3s2)s1	1%	i	-12	-0.33	1187	-1.7%	6	756	3%	4.2	2.5	4.5	-0.43	-0.17	0.055	-1.2	i
CCOc1ccc(-n2c(SCc3ccc(C(=O)OC)o3)nc3c(c2=O)SCC3)cc1	13%	i	22	-1.4	1232	-1.5%	-3	690	-7%	2.1	2.7	3.3	-0.41	-0.16	0.21	0.23	i
Cc1c(C(=O)NCC2CCCO2)oc2ccc(S(=O)(=O)N3CCCCC3)cc12 (centres undefined)	-2%	i	2	0.53	1166	-4.4%	-2	743	-6%	6.5	1.7	14	0.87	0.062	1.4	-0.76	.
Cc1sc2nc(C3CC3)nc(NCCNS(C)(=O)=O)c2c1C	-6%	.	.	-0.95	1280	-1.3%	.	.	-7%	1.4	1.4	7.1	-0.26	-0.2	0.18	-0.058	i
COc1cc(C(=O)c2ccccc2)c([N+](=O)[O-])cc1OC	4%	.	.	0.29	1043	.	5	757	-5%	.	.	.	0.48	-0.22	0.25	-0.11	i
CSc1nc(C)c(CCOC(=O)c2cccc(C)c2)c(=O)[nH]1	3%	i	-4	.	.	0.6%	.	.	2%	0.4	2.2	7.1	0.64	-0.23	-0.29	-0.2	i
COc1ccccc1N1C(=O)C2C(C(=O)c3ccccc3)=NN(c3ccccc3)C2C1=O (centres undefined)	6%	.	.	0.09	1127	.	-25	691	-2%	.	.	.	1.3	-0.16	1.1	-1.5	i
CCCCNC(=O)c1onc(CSc2cccc(C)c2)c1C(=O)O	7%	i	-28	0.68	1569	0.8%	.	.	28%	1.7	1.7	2.9	-0.14	0.035	0.41	-0.17	i
CCN1CCN(Cc2ccc(NC(=O)c3ccc(C)c(NC(=O)C(=O)c4c[nH]c5ccccc45)c3)cc2C(F)(F)F)CC1	7%	.	.	-3.5	581	.	63*	742*	1%	.	.	.	-0.18	-0.84	-0.15	0.29	i
CC(=O)Oc1ccc2c(c1)cc(C)n2C	-3%	i	-1	0.08	1191	1.1%	11	709	6%	3.8	2.9	4.2	-0.079	-0.26	-0.099	0.36	i
COc1ccc(/C=C/C(=O)CC(O)(c2ccccc2)C(F)(F)F)cc1 (centres undefined)	1%	i	-1	-0.69	507	1.2%	-24	787	-5%	4.8	2.7	4.3	-3.8*	0.29*	-2.6*	0.21*	i
Cc1cc2cc(CNC(=O)c3cccs3)ccc2n1C	3%	i	18	0.4	1160	0.9%	2	754	-9%	3.5	0.9	9.7	0.13	-0.28	0.59	0.42	i
Cc1cccc(-n2cc(CN3CCN(Cc4nccn4C)CC3)c(-c3cccc(F)c3)n2)c1	2%	i	10	-0.21	1202	1.7%	1	681	-4%	4.4	3.3	4.3	0.17	-0.22	0.26	0.11	i
Cc1cccc(NC(=O)CC2CCC2)c1	18%	i	4	-0.05	1876	-1.8%	4	671	-3%	1.9	1.6	6.7	-1.1	-0.23	-0.65	0.79	i
CC(Oc1ccc(Br)cc1)C(=O)N1CCc2ccccc21 (centres undefined)	6%	i	-5	-0.45	973	-1.5%	2	763	6%	2.4	1.9	1.7	1.7	-0.12	0.87	-0.11	i
COc1ccc2oc(C(=O)Nc3nc4ccccc4[nH]3)c(C)c2c1	-1%	.	.	-0.49	851	.	1	621	-13%	.	.	.	-0.84	-0.24	0.3	-0.26	i
Cn1c(NC(=O)c2ccc3c(c2)OCO3)cc(=O)n(C)c1=O	5%	i	-1	0.41	1229	-2.0%	-3	727	6%	3.6	2.6	5.3	-0.54	-0.025	-0.26	-0.74	i
NC(=S)N/N=C/c1cc([N+](=O)[O-])ccc1OCCOc1ccccc1	9%	i	2	-1.5	929	1.6%	-5	686	-5%	2.2	1.1	6.2	-0.48	-0.19	0.35	0.69	i
Cc1nnc(SCCc2ccccc2)[nH]c1=O	0%	i	51	0.21	967	0.4%	.	.	-1%	1.5	2.2	8.1	-0.6	-0.21	-0.31	0.78	i
Cc1ccc(OCC(O)Cn2c(NCCc3ccccc3)nc3c2c(=O)[nH]c(=O)n3C)cc1 (centres undefined)	-4%	i	-2	-0.05	1823	-2.9%	-13	633	-3%	2.5	1.4	9.9	-0.66	-0.27	0.16	0.31	i
CCOc1ccc(/C=C2\SC(=S)N(C)C2=O)cc1OC	9%	.	.	0.37	1406	.	1	698	0%	.	.	.	0.032	-0.28	-0.22	0.38	i
Cc1ccnc2nc(C(=O)NC3=NCCS3)nn12	2%	i	9	-0.05	1054	.	.	.	1%	3.3	3.5	5.9	1.5	-0.17	0.76	-1.1	i
CC1CCN(C(=O)CSc2nnc(CSc3ncccn3)n2C)CC1	6%	i	16	0.6	962	-1.4%	.	.	13%	3.6	1.9	9.4	1.2	-0.21	0.79	0.24	i
Cc1nc2nc(C)c(CCC(=O)NCc3ccc4c(c3)OCO4)c(C)n2n1	-3%	i	-19	-0.53	1269	-1.5%	.	.	3%	6.4	4.1	8.1	-0.34	-0.2	0.092	-0.28	i
COc1ccc(C2CCCN2C(=O)c2cccs2)cc1 (centres undefined)	3%	i	-2	-0.61	1284	-2.1%	.	.	-1%	2.1	1.5	2.0	-0.7	0.3	-0.14	0.91	i
O=C(O)Cc1ccc(NC(=O)c2cnccn2)cc1	3%	i	15	0.71	1652	-2.1%	-8	691	1%	2.7	1.7	3.1	-0.73	0.61	-0.22	0.56	i
Cn1c(=O)c2c(nc(OCCc3ccccc3)n2C)n(C)c1=O	4%	.	.	-0.62	1432	.	26	745	0%	.	.	.	-0.22	0.53	-0.012	0.48	i
O=S(=O)(Nc1nc2ccccc2nc1N1CCN(c2ccccn2)CC1)c1ccc(Cl)cc1	16%	i	-2	0.66	2004	-1.8%	12	563	26%	3.2	1.9	0.1	0.71	-0.25	0.39	-0.22	i
COc1ccc(N2C(=O)/C(=C/c3cccnc3)NC2=S)cc1	2%	i	15	-0.27	1465	-1.8%	-2	476	8%	2.1	2.2	0.2	-0.008	-0.26	0.072	0.071	i
Cn1nc(-c2ccc(N3CCOCC3)c(NS(=O)(=O)c3ccccc3)c2)c2ccccc2c1=O	2%	i	1	.	.	-0.5%	5	763	7%	2.7	1.8	5.1	2	0.065	0.92	-0.76	i
Cc1cc(C(=O)c2cccs2)c(N)s1	?	i	3	0.73	1256	-1.8%	.	.	28%	5.9	3.2	8.9	-0.42	-0.33	0.066	0.092	i
Cn1c(C(=O)O)c(CC(=O)Nc2ccc3c(c2)OCCO3)c2ccccc21	-2%	i	4	0.04	1310	-1.4%	.	.	-6%	3.3	1.8	3.0	-0.25	-0.27	-0.5	0.17	i
CCOC(=O)c1c(-c2cccc(C)c2)csc1NC(=O)C1CC=CCC1C(=O)O (centres undefined)	9%	i	-14	0.67	1258	7.4%	0	751	6µM*	2.0	1.6	7.8	-1.2	-0.3	-0.41	0.36	i
CC1(OC(=O)CCc2ccccc2)C(=O)C=C2C=C(c3ccc(C#N)cc3)N(CCc3c[nH]c4ccccc34)C=C2C1=O (centres undefined)	3%	.	.	-0.18	925	.	60*	772*	-8%	.	.	.	-0.94	-0.69	-0.37	0.051	i
O=C(Nc1nc2c(s1)CCCC2)c1cccc(S(=O)(=O)N2CCCc3ccccc32)c1	6%	i	26	-0.27	1182	-0.3%	-4	645	11%	4.1	3.7	9.5	0.76	-0.17	0.48	0.51	i
CCOC(=O)c1c(N)sc(C(O)(C(F)(F)F)C(F)(F)F)c1-c1ccc(F)cc1	11%	i	-3	0.81	1565	-1.2%	.	.	6%	1.6	1.1	3.2	2.5	3.7	1.7	-5.9	i
CC(=O)c1c(C)nc(C)nc1NC(=O)C(C)C	17%	i	7	2.4	1196	2.2%	-8	714	14%	3.8	2.2	65	-0.73	-0.28	-0.13	-0.19	i
CCN(c1cccc(C)c1)S(=O)(=O)c1ccc2[nH]c(=O)c(=O)[nH]c2c1	8%	i	6	1.8	1874	-2.7%	-25	673	1.6µM*	3.1	1.4	32	1.9	-0.24	1.4	-1.4	i
Cc1ccc2ccccc2c1Cn1c(-n2ccnc2)nc2c1c(=O)n(C)c(=O)n2C	4%	i	-1	-0.13	1037	-0.9%	4	758	1%	1.0	1.3	8.7	-0.62	-0.27	-0.51	0.71	i
N/C(=N\OC(=O)Cc1cccs1)c1ccc([N+](=O)[O-])cc1	1%	i	-4	-0.54	1254	-1.4%	-4	547	16%	3.0	1.6	2.9	-0.4	-0.19	-0.65	0.37	i
